High-throughput results as filed in PubChem.
CHO parental Ca – counter-screen: ATP calcium response change in parental CHO cells; 330,000 compounds, 0.63% hits; AID 463079; parental CHO-K1, ATP-induced calcium, Fluo-8 fluorescence; inhibition, % at 5.6 µM;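 active means inhibition above that plate's mean sample inhibition plus 3 SD, cut at about 26% in these data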;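 further: 0% = ATP-challenged DMSO wells and 100% = DMSO wells without ATP; some compounds past the cut are filed as inactive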
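material = parental CHO cells | also added = ATP as calcium-mobilizing challenge | dosing = single point at 5.6 µM | detection = intracellular calcium via Fluo-8 no-wash fluorescent dye | read-out = % inhibition | benchmarks = low control ATP plus DMSO, high control DMSO only | repeats = one well per compound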
CHO-K1 Ca PAM – M1 PAM counterscreen hit in parental CHO-K1 cells. ATP EC20, Fluo-8 calcium fluorescence; 0% at ATP EC20, 100% at ATP max. activation, % at 3 µM. 360,000 compounds, 0.02% hits. AID 602247;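 active means activation above the run cutoff, the mean activation of all test compounds plus 3 SD, cut at about 40% in these data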;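 further: peak over basal fluorescence ratio in a 140 s read after ATP addition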
OXTR potentiator – potentiators of human oxytocin receptor; CHO-OTR cells, Fluo-8 calcium fluorescence, potentiator mode; 0% = oxytocin EC15, 100% = EC100; activation, % at 3 µM; 320,000 compounds, 0.061% hits;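 active means activation above that plate's cutoff, the mean activation of tested compounds plus 3 SD, cut at about 6.6% in these data, passing the limit was not always enough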;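 further: 100% uses oxytocin at 75 nM as the full agonist control; some results filed as inactive read as strong as hits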
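Replication – single well per compound, singlicate · Assay system – CHO cell line stably expressing human OTR · Timing – 6 min pre-incubation, 100 s read · Measure – normalized max/min fluorescence ratio, % activation · Doses – 3.0 µM, one dose · Detection – Fluo-8 calcium dye fluorescence · Probe or stimulus – oxytocin near EC15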
TAAR1 antagonist – antagonists of human TAAR1 | Q96RJ0 | CHO RD-HGA16 TAAR1, Fluo-8 calcium fluorescence, antagonist | inhibition, % at 3 µM | 360,000 compounds, 1.5% hits | AID 624466;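 active means inhibition above a per-plate cutoff, the mean inhibition of test compounds on that plate plus 3 SD, cut at about 49% in these data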;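 further: 0% = DMSO plus EC80 beta-PEA response and 100% = DMSO alone without agonist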
Target sequence (Q96RJ0 whole entry, looked up): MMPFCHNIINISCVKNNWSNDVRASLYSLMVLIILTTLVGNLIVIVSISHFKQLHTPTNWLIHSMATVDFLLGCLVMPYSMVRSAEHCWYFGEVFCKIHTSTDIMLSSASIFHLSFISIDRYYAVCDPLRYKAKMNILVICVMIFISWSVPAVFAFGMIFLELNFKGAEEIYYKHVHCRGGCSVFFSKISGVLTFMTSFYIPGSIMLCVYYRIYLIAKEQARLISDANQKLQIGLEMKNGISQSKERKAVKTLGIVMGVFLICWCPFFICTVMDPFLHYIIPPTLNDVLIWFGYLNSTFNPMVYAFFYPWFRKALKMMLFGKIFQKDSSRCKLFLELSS
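System: RD-HGA16 CHO cells with stable hTAAR1 and Gα16 | Probe or stimulus: EC80 β-phenethylamine stimulus | Dosing: 3 µM, single point | Times: Dye loading 75 min at 37 °C, then 30 min room temperature | Measured by: Fluo-8 calcium-sensitive fluorescence | Read-out basis: % inhibition of agonist calcium response | Replicates: n of 1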
TAAR1 ag – human TAAR1 agonism. Q96RJ0. CHO RD-HGA16 TAAR1, Fluo-8 calcium fluorescence; vehicle wells 0%, saturating PEA agonist 100%. activation, % at 3 µM. 360,000 compounds, 0.99% hits. AID 624467;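 active means activation above the mean activation of all test compounds in the run plus 3 SD, cut at about 38% in these data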
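Repeats: no replicates (n 1) | Material: CHO-derived RD-HGA16 cells with stable Gα16 and human TAAR1 | Technique: Kinetic Fluo-8 calcium fluorescence | Schedule: 17-24 h seeding, 75 min 37 °C dye, 30 min RT | Evaluation: % activation from peak over basal fluorescence ratio, DMSO-to-PEA scaled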
M1 ag – activates human CHRM1 receptor. P11229. AID 588814. CHO-K1 hM1, Fluo-8 calcium fluorescence, agonist mode; 0% DMSO, 100% acetylcholine EC100. 360,000 compounds, 0.33% hits. activation, % at 3 µM;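 active means activation above the run's mean compound activation plus 3 SD, cut at about 16% in these data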;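 further: peak over basal fluorescence ratio within a 140 s kinetic read after compound addition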
Target sequence (P11229 whole entry, looked up): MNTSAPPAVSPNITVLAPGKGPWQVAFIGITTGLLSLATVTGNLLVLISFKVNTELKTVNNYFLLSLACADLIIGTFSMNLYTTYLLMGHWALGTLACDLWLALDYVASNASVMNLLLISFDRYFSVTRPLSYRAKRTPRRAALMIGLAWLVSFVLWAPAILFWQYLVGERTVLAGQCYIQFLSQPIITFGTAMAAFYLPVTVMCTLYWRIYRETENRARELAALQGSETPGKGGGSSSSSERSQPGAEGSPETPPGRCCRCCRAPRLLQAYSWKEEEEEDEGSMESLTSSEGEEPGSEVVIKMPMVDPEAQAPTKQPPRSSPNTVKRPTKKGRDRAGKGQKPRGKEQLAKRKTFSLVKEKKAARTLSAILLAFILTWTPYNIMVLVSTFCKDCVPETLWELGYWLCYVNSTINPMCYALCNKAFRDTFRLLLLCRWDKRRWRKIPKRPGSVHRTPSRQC
CHO-K1 Ca antag – counter-screen for M1 antagonists: effect in parental CHO-K1 cells. 360,000 compounds, 0.6% hits. inhibition, % at 3 µM. ATP-induced calcium, Fluo-8 fluorescence;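 active means inhibition above a per-plate cutoff, the plate's mean sample inhibition plus 3 SD, cut at about 24% in these data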;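 further: 0% = DMSO plus EC80 ATP and 100% = DMSO alone without ATP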
V1aR counter – counter-screen for oxytocin receptor agonists: human V1a receptor agonists; P37288; CHO-V1R cells, Fluo-8 calcium fluorescence, agonist mode; 0% DMSO, 100% 3 nM vasopressin; activation, % at 3 µM; 320,000 compounds, 0.25% hits; AID 2797;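 active means activation above the mean activation of all tested compounds plus 3 SD, per screening run, cut at about 20% in these data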;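 further: signal is peak over basal fluorescence ratio across a 100 second FLIPR read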
CHO-K1 Ca ag – M1 agonist counterscreen hit in parental CHO-K1 cells; 360,000 compounds, 0.48% hits; Fluo-8 calcium fluorescence; scaled to maximal ATP response, vehicle zero; activation, % at 3 µM; in the data active means activation above about 15%;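 further: untransfected CHO-K1 host cells lacking M1 receptor as counterscreen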
Active calls of the source: *; · = not tested or not shown. This is a random part of the collection, and some 3.3% of all compounds hit somewhere here.

Below each SMILES – CHO-K1 Ca antag	CHO parental Ca	V1aR counter	OXTR potentiator	CHO-K1 Ca ag	TAAR1 ag	CHO-K1 Ca PAM	M1 ag	TAAR1 antagonist
1. CC1(C)CC(NC(=O)C2CCCCC2C(=O)O)CC(C)(C)N1 (configuration not stated)
 : 10	-4	-0.2	-6	0.1	9	-3	-2	9
2. CC1CCCN(S(=O)(=O)c2ccc(C(=O)Nc3nnc(-c4ccncc4)o3)cc2)C1 (configuration not stated)
 : 0	-11	0.1	5	-0.6	1	5	2	-7
3. O=C(CCn1c(=O)oc2ccccc21)N1CCOCC1
 : 13	-10	0.0	-11	0.4	2	-7	-2	1
4. CCN(C(=O)COC(=O)C(c1ccccc1)c1ccccc1)c1c(N)n(Cc2ccccc2)c(=O)[nH]c1=O
 : 21	·	·	·	-0.5	1	-12	-5	4
5. Cc1cc2c(c(=O)n1Cc1cccnc1)C(c1ccc(F)cc1)C(C#N)=C(N)O2 (configuration not stated)
 : -4	-10	0.1	-10	0.6	6	7	-4	12
6. Fc1ccc(COc2cccc(CNCc3ccncc3)c2)cc1
 : 11	-5	8.3	-20	8.9	2	-11	-5	-11
7. CC(=O)Oc1ccccc1C1=NN(C(C)=O)C(c2ccccc2)C1 (configuration not stated)
 : 0	-7	-0.4	-12	0.9	1	23	-2	0
8. O=C1CC2(CCN(C(=O)C(=O)c3c[nH]c4ccccc34)CC2)Oc2ccccc21
 : -13	-19	5.8	-21	5.7	10	14	-3	-2
9. CCOC(=O)C1=NNC2C(=O)N(C3CCCCC3)C(=O)C12 (configuration not stated)
 : -8	-4	1.0	-4	0.3	10	6	-3	-6
10. Cc1cc(C)cc(-c2nnc(SCC(=O)c3ccc4c(c3)OCCO4)o2)c1
 : -19	-1	4.3	2	0.2	5	23	1	-5
11. CCOC(=O)N1CCC(=NNC(=O)c2ccc(O)cc2)CC1
 : 0	7	0.3	-7	0.1	-1	7	-7	-10
12. Cc1cc(=O)[nH]c(S/C=C/c2ccccc2)n1
 : 15	5	-0.2	4	9.4	4	1	-3	-3
13. COc1ccc(CCNC(=O)CN2C(=O)C(=O)N(C3CCCC3)C2=O)cc1OC
 : -9	-19	-0.7	-6	1.7	3	0	-2	-6
14. Cc1cc2c(cc(C(=O)NCc3cccnc3)n2Cc2ccc(Cl)cc2)o1
 : -17	-15	-0.1	-4	0.5	8	27	-6	3
15. CCN(CC)S(=O)(=O)c1ccc2oc(C(=O)NCc3ccc(F)cc3)c(C)c2c1
 : -11	20	7.8	-4	3.1	12	11	-1	27
16. Cc1ccc(S(=O)(=O)N(C)C)cc1NC(=S)Nc1cccc2ccccc12
 : -21	-22	-1.0	-28	0.9	1	15	-4	-2
17. COc1ccc(CN2CCNC(=O)C2CC(=O)N(C)C2CCCCC2)cc1OC (configuration not stated)
 : -8	·	·	·	0.7	1	17	-2	16
18. Cn1c(CN2CCOCC2)nc2cc(NC(=O)c3ccc(Cl)cc3)ccc21
 : -7	-7	5.2	-19	0.7	12	14	-3	4
19. Cc1ccc(S(=O)(=O)NNC(=O)c2cc(C)cs2)cc1
 : -4	-10	-0.4	-1	0.5	3	11	-6	-6
20. CCOc1ccc(OCC)c(NC(=O)C2CCN(S(=O)(=O)c3cccc4nonc34)CC2)c1
 : -12	-13	0.1	-5	0.7	8	26	-3	-4
21. CCOc1ccc(C(=S)N2CCCC2)c(OCC)c1
 : -7	-12	-1.1	4	-0.3	-1	7	-4	-12
22. CC1=C(C(=O)OCCNC(=O)c2ccccc2O)C(c2ccccc2[N+](=O)[O-])C(C(=O)OCC2CCCO2)=C(C)N1 (configuration not stated)
 : 10	-6	2.9	-9	2.4	6	3	-9	44
23. CC(C)C[C@H]1CN(CCCC[C@H]2CNC(=O)C(=O)N2CCc2ccc(O)cc2)C(=O)C(=O)N1CCc1ccccc1
 : -15	·	·	·	1.1	0	13	·	15
24. O=S(=O)(c1ccc(Br)s1)N1CCN(Cc2ccc3c(c2)OCO3)CC1
 : 18	-17	0.0	-9	0.4	1	0	-4	5
25. N#Cc1cccnc1N1CCN(C(=O)COCC(=O)O)CC1
 : 6	-9	-0.7	-8	-0.3	7	-18	3	-2
26. Cc1ccc(S(=O)(=O)N2CCN(C(=O)CCCN3C(=O)NC4(CCCC4)C3=O)CC2)cc1C
 : -1	-9	0.4	6	-0.4	6	6	-2	-16
27. COc1ccccc1N1CCN(C(=O)c2cc3c(=O)n(C)c4ccccc4c3n2C)CC1
 : -7	-26	4.6	8	2.0	2	15	-8	-9
28. Cc1ccc(C)c(-n2nnnc2Sc2nnnn2-c2ccccc2)c1
 : 10	1	0.7	-23	0.6	5	0	-2	-1
29. FC(F)Sc1ccc(-n2c(-c3ccc(Cl)cc3)c[n+]3c2CCC3)cc1
 : 0	-12	-0.2	-6	0.1	8	-5	-6	2
30. CCc1ccc(N2CC(C(=O)OCC(=O)N(CC)c3c(N)n(Cc4ccccc4)c(=O)[nH]c3=O)CC2=O)cc1 (configuration not stated)
 : -14	·	·	·	4.2	2	5	-1	-19
31. Cc1ccccc1-n1sc2cc(F)ccc2c1=O
 : 8	35*	16	-8	14	44*	-16	9	40
32. NC(=O)CSc1nnc(-c2ccc(S(=O)(=O)N3CCCC3)cc2)n1CC1CCCO1 (configuration not stated)
 : -12	-11	0.1	0	0.3	2	18	-7	19
33. O=C(C(=Cc1ccc(F)cc1)c1ccccc1)c1ccc(O)cc1
 : -7	·	·	·	0.0	-1	3	-3	22
34. COc1ccc(-c2cc(C(F)F)n3ncc(C(=O)N4CCCc5ccccc54)c3n2)cc1
 : 2	-14	-1.5	-14	2.3	-2	12	-7	-39
35. O=S1(=O)N=C(Nc2ccc(O)cc2)c2ccccc21
 : -5	4	0.6	-13	-0.3	-1	-8	4	4
36. CCS(=O)(=O)N1CCN(c2ccc(C(=O)NC34CC5CC(CC(C5)C3)C4)cc2[N+](=O)[O-])CC1
 : -9	-3	0.3	-7	1.1	0	27	-2	6
37. O=C(O)c1nc(-c2ccccc2)n(-c2ccccc2)n1
 : -3	-2	0.4	-3	-0.5	0	0	-6	3
38. O=C(COc1ccc(S(=O)(=O)N2CCOCC2)cc1Cl)N1CCOCC1
 : -3	4	0.4	-4	1.3	5	9	-4	-23
39. N#Cc1ccsc1NC(=O)CSc1nnnn1-c1ccc(O)cc1
 : 8	12	8.6	-6	5.4	5	-4	3	6
40. COc1ccc(CCNC(=O)CSCc2ccc([N+](=O)[O-])cc2)cc1OC
 : -7	-11	1.0	-10	1.2	3	15	-6	10
41. CN(C)c1cccc(C(=O)N/N=C/c2ccccc2F)c1
 : -11	-11	-1.0	-10	1.0	2	16	-5	-9
42. Cn1c(CC(O)c2nc3ccccc3n2C)nc2ccccc21 (configuration not stated)
 : 10	·	·	·	0.5	2	1	-2	-4
43. COc1ccccc1/C=N/NC(=S)Nc1cccnc1
 : 6	-14	-1.0	0	4.6	0	4	-4	0
44. O=C(c1cc(-c2ccccn2)nc2ccccc12)N1CCN(c2ncccn2)CC1
 : 7	-6	5.1	-10	0.6	4	-16	-3	17
45. COCC(=O)Nc1ccc(S(=O)(=O)Nc2ccccn2)cc1
 : 16	-11	0.5	7	-0.1	5	-8	-5	7
46. O=C(NCc1ccccn1)C1CN(S(=O)(=O)c2ccccc2)CCN1S(=O)(=O)c1ccccc1 (configuration not stated)
 : 8	-29	1.0	0	0.2	1	0	-9	15
47. CCN(C(=O)COC(=O)c1cc(-c2cccs2)nc2ccccc12)C1CCS(=O)(=O)C1 (configuration not stated)
 : 11	-20	1.1	-24	1.8	14	-21	-1	17

Entries listed so far containing an aryl methoxy group, in the order listed:
Below each SMILES – CHO-K1 Ca antag	CHO parental Ca	V1aR counter	OXTR potentiator	CHO-K1 Ca ag	TAAR1 ag	CHO-K1 Ca PAM	M1 ag	TAAR1 antagonist
13. COc1ccc(CCNC(=O)CN2C(=O)C(=O)N(C3CCCC3)C2=O)cc1OC
 : -9	-19	-0.7	-6	1.7	3	0	-2	-6
17. COc1ccc(CN2CCNC(=O)C2CC(=O)N(C)C2CCCCC2)cc1OC (configuration not stated)
 : -8	·	·	·	0.7	1	17	-2	16
27. COc1ccccc1N1CCN(C(=O)c2cc3c(=O)n(C)c4ccccc4c3n2C)CC1
 : -7	-26	4.6	8	2.0	2	15	-8	-9
34. COc1ccc(-c2cc(C(F)F)n3ncc(C(=O)N4CCCc5ccccc54)c3n2)cc1
 : 2	-14	-1.5	-14	2.3	-2	12	-7	-39
40. COc1ccc(CCNC(=O)CSCc2ccc([N+](=O)[O-])cc2)cc1OC
 : -7	-11	1.0	-10	1.2	3	15	-6	10
43. COc1ccccc1/C=N/NC(=S)Nc1cccnc1
 : 6	-14	-1.0	0	4.6	0	4	-4	0
